NCI-60 one-dose screen, 48 h, at 10 µM unless noted. Numbers give growth in % (100 = growth as untreated, 0 = no growth, -100 = all killed).
HOP-62: HOP-62 NSCLC; AID 1794735; hit rate 3.9% among 80,000
MOLT-4: MOLT-4 leukemia cells. hit rate 6.9% among 80,000. AID 1794779
CCRF-CEM: CCRF-CEM leukemia; hit rate 7% among 77,000
A549/ATCC: A549/ATCC NSCLC; hit rate 3.7% among 81,000; AID 1794740
HOP-92: HOP-92 NSCLC cells. hit rate 6.3% among 71,000. AID 1794738
EKVX: EKVX NSCLC; hit rate 3% among 71,000; AID 1794765
M14: M14 melanoma. AID 1794745. hit rate 6.2% among 80,000
RPMI-8226: RPMI-8226 leukemia cells; hit rate 7.5% among 77,000
* marks the source's active call; other numbers are inactive results; & = joins results of further samples. Rule for the calls: active = growth percent below 10; inactive = the rest.

COC(=O)CC(=O)c1ccco1 was read as HOP-62 85, MOLT-4 84, CCRF-CEM 102, A549/ATCC 69, HOP-92 84, EKVX 102 and M14 89.
`N#Cc1c(-c2ccc(Br)cc2)nc(SCC(=O)c2ccccc2)[nH]c1=O` gave HOP-62 85, MOLT-4 109, CCRF-CEM 97, A549/ATCC 96, HOP-92 87, EKVX 101, M14 100 and RPMI-8226 101.
Screening O=C(CSc1nc2ccccc2c(=O)n1-c1ccccc1)Nc1ccc(S(=O)(=O)Nc2ccc(Cl)nn2)cc1 returned HOP-62 94, MOLT-4 105, CCRF-CEM 107, A549/ATCC 92, HOP-92 88, EKVX 92, M14 91 and RPMI-8226 105.
`CC1(C)SC2C(NC(=O)Cc3ccccc3)C(=O)N2C1C(=O)O` (centres undefined) gave HOP-62 106&88, MOLT-4 110&98, CCRF-CEM 105&95, A549/ATCC 106&96, HOP-92 107, EKVX 102, M14 108&103 and RPMI-8226 106&95.
Screening NNC(=O)Cc1c[nH]c2ccccc12 returned HOP-62 91, MOLT-4 104, CCRF-CEM 106, A549/ATCC 109, HOP-92 88, EKVX 95, M14 92 and RPMI-8226 109.
Screening C[n+]1cc2ccccc2c2ccccc21 returned HOP-62 100, MOLT-4 87, CCRF-CEM 91, A549/ATCC 94, HOP-92 104, M14 97 and RPMI-8226 98.
For CNS(=O)(=O)c1ccc2c(c1)[nH]c(=S)n2C the results were HOP-62 111, MOLT-4 110, CCRF-CEM 106, A549/ATCC 110, EKVX 119, M14 102 and RPMI-8226 104.
Screening O=C1CSC2=Nc3c(sc4ccc(Cl)cc34)C(c3ccc4ccccc4c3)N12 (centres undefined) returned HOP-62 93, MOLT-4 87, CCRF-CEM 104, A549/ATCC 95, HOP-92 94, EKVX 84 and M14 93.
`O=Cc1ccc(-n2cc(Cc3cc(Cc4cn(-c5ccc(C=O)cc5)nn4)c(Cc4cn(-c5ccc(C=O)cc5)nn4)cc3Cc3cn(-c4ccc(C=O)cc4)nn3)nn2)cc1` gave HOP-62 110, MOLT-4 96, CCRF-CEM 114, A549/ATCC 99, HOP-92 113, EKVX 98, M14 99 and RPMI-8226 114.
O=[N+]([O-])c1ccccc1N=Nc1ccc(O)cc1O was read as HOP-62 106, MOLT-4 101, A549/ATCC 106, HOP-92 112, EKVX 116, M14 110 and RPMI-8226 109.
Screening FC(F)(F)c1ccc2nc(-c3nc(-c4ccccc4)n4ccccc34)[nH]c2c1 returned HOP-62 110, MOLT-4 48, CCRF-CEM 52, A549/ATCC 50, M14 96 and RPMI-8226 52.
CC1CC[N+]2(CCCCC2)CC1 was read as HOP-62 92, MOLT-4 98, CCRF-CEM 103, A549/ATCC 95, HOP-92 94, EKVX 105, M14 109 and RPMI-8226 103.
`C=CCc1ccc(OC(=O)[C@@H](C)c2ccc3cc(OC)ccc3c2)c(OC)c1` gave HOP-62 93, MOLT-4 108, CCRF-CEM 107, A549/ATCC 101, HOP-92 85, EKVX 97 and M14 109.
COc1ccccc1CN1CCCOP1(=O)Nc1ccccc1C (centres undefined) was read as HOP-62 109, MOLT-4 92, CCRF-CEM 104, A549/ATCC 103, HOP-92 81, EKVX 95, M14 100 and RPMI-8226 85.
`O=C(C[n+]1ccccc1)c1cccs1` gave HOP-62 85, MOLT-4 69, CCRF-CEM 101, A549/ATCC 97, HOP-92 89, EKVX 98, M14 101 and RPMI-8226 100.

The list goes on; it opens with the 5 that closed the last part.
Screening FC(F)(F)c1ccc2nc(-c3nc(-c4ccccc4)n4ccccc34)[nH]c2c1 returned HOP-62 110, MOLT-4 48, CCRF-CEM 52, A549/ATCC 50, M14 96 and RPMI-8226 52.
CC1CC[N+]2(CCCCC2)CC1 was read as HOP-62 92, MOLT-4 98, CCRF-CEM 103, A549/ATCC 95, HOP-92 94, EKVX 105, M14 109 and RPMI-8226 103.
`C=CCc1ccc(OC(=O)[C@@H](C)c2ccc3cc(OC)ccc3c2)c(OC)c1` gave HOP-62 93, MOLT-4 108, CCRF-CEM 107, A549/ATCC 101, HOP-92 85, EKVX 97 and M14 109.
COc1ccccc1CN1CCCOP1(=O)Nc1ccccc1C (centres undefined) was read as HOP-62 109, MOLT-4 92, CCRF-CEM 104, A549/ATCC 103, HOP-92 81, EKVX 95, M14 100 and RPMI-8226 85.
`O=C(C[n+]1ccccc1)c1cccs1` gave HOP-62 85, MOLT-4 69, CCRF-CEM 101, A549/ATCC 97, HOP-92 89, EKVX 98, M14 101 and RPMI-8226 100.
For COC1CCC(C(C)C)C(C)C1 (centres undefined) the results were HOP-62 94, MOLT-4 101, CCRF-CEM 116, A549/ATCC 83, HOP-92 88, EKVX 101, M14 97 and RPMI-8226 107.
For CC1(C)CC(=O)C2=C(C1)N(Cc1ccc(C(=O)O)cc1)C1=C(C(=O)CC(C)(C)C1)C2c1ccccc1 the results were HOP-62 102, MOLT-4 113, CCRF-CEM 106, A549/ATCC 98, EKVX 102, M14 107 and RPMI-8226 112.
[O-]/[N+](=C\c1ccc(Cl)cc1Cl)c1ccccc1 was read as HOP-62 99, MOLT-4 101, CCRF-CEM 92, A549/ATCC 99, HOP-92 102, M14 111 and RPMI-8226 87.
Screening O=C(Nc1ccc(-n2cnc3cc(-c4ccc(O)cc4)ccc32)cc1)NC1CC1 returned HOP-62 105, MOLT-4 99, CCRF-CEM 101, A549/ATCC 98, HOP-92 132, EKVX 104, M14 95 and RPMI-8226 87.
For O=S(=O)(O)c1cc(Nc2nc(Nc3ccccc3)nc(Nc3ccccc3)n2)ccc1/C=C/c1ccc(Nc2nc(Nc3ccccc3)nc(Nc3ccccc3)n2)cc1S(=O)(=O)O the results were HOP-62 91, MOLT-4 72, CCRF-CEM 90, A549/ATCC 92, HOP-92 90, EKVX 92, M14 96 and RPMI-8226 91.
`O=c1oc2ccc(Br)cc2cc1C1=CSc2ccccc2N=C1` gave HOP-62 92, MOLT-4 87, CCRF-CEM 114, A549/ATCC 84, EKVX 93, M14 92 and RPMI-8226 75.
`O=C(NCCNc1nccc(-c2c(-c3cccc(O)c3)nc3sccn23)n1)Nc1cc(C(F)(F)F)cc(C(F)(F)F)c1` gave HOP-62 118, MOLT-4 60, CCRF-CEM 39, A549/ATCC 58, HOP-92 74, EKVX 52, M14 21 and RPMI-8226 46.
For COc1ccc(NC(=O)Cn2c(O)c(N=Nc3ccc(S(N)(=O)=O)cc3)c3ccccc32)cc1 the results were HOP-62 8.6*, MOLT-4 74, CCRF-CEM 85, A549/ATCC 25, HOP-92 80, EKVX 62, M14 27 and RPMI-8226 72.
For OCc1cnccc1N1CCCC1 the results were HOP-62 104, MOLT-4 94, CCRF-CEM 92, A549/ATCC 101, HOP-92 109, EKVX 110, M14 106 and RPMI-8226 95.
Screening CCCCn1c(=O)c(/C=C/c2cc(/C=C/c3cc4ccccc4n(CCCC)c3=O)n(-c3ccccc3)n2)cc2ccccc21 returned HOP-62 90, MOLT-4 83, CCRF-CEM 87, A549/ATCC 93, EKVX 101 and M14 99.
CC(=O)N/N=C/c1ccc(N(C)C)cc1 was read as HOP-62 91, MOLT-4 101, CCRF-CEM 99, A549/ATCC 99, HOP-92 88, M14 100 and RPMI-8226 111.
Screening O=C1c2ccccc2-c2ccc(Sc3ccc4c5c(cccc35)C(=O)c3ccccc3-4)c3cccc1c23 returned HOP-62 92, MOLT-4 106, CCRF-CEM 104, A549/ATCC 99, EKVX 102, M14 98 and RPMI-8226 104.
For COc1ccc(NCc2cn(-c3ccc(C(=O)O)cc3)nc2-c2ccc(F)cc2)cc1C(F)(F)F the results were HOP-62 66, MOLT-4 41, CCRF-CEM 42, A549/ATCC 36, HOP-92 68, EKVX 45, M14 51 and RPMI-8226 38.
Screening COC(=O)c1nc(-c2ccccc2)oc1S(=O)(=O)NCCO returned HOP-62 92, MOLT-4 92, CCRF-CEM 77, A549/ATCC 95, HOP-92 93, EKVX 101, M14 84 and RPMI-8226 80.
Screening Nc1cccc(-c2cccc(Oc3ccc4nnc(Cl)n4n3)c2)c1 returned HOP-62 102, MOLT-4 82, CCRF-CEM 92, A549/ATCC 95, HOP-92 93, EKVX 80, M14 104 and RPMI-8226 81.
For CC1=Cc2cc(Cl)cc(Cl)c2OC12Oc1c(Cl)cc(Cl)cc1C=C2C the results were HOP-62 98, MOLT-4 85, CCRF-CEM 97, A549/ATCC 101, HOP-92 110, EKVX 97, M14 94 and RPMI-8226 101.
For Cn1cc(-c2nc(-c3c[nH]c4ccccc34)cs2)c2cccnc21 the results were HOP-62 33, MOLT-4 20, CCRF-CEM 7.0*, A549/ATCC 34, HOP-92 30, M14 20 and RPMI-8226 14.
For O=C(C[C@@]1(O)C(=O)Nc2c(Cl)ccc(Cl)c21)c1ccc(C2CC2)cc1 the results were HOP-62 34, MOLT-4 19, CCRF-CEM 16, A549/ATCC 38, HOP-92 75, EKVX 46 and RPMI-8226 23.
For Clc1nn2c(Cn3cnc4c(NCc5ccccc5)ncnc43)nnc2c2ccccc12 the results were HOP-62 38, MOLT-4 27, CCRF-CEM 39, A549/ATCC 40, HOP-92 5.2*, EKVX 52, M14 20 and RPMI-8226 38.
`COc1ccc(-c2nc3cc(/C=N/c4nc5ccc(N6CCN(C)CC6)cc5s4)ccc3s2)cc1OC` gave HOP-62 114, MOLT-4 103, CCRF-CEM 104, A549/ATCC 101, HOP-92 78, EKVX 99, M14 103 and RPMI-8226 101.
For Cc1ccc(NC(=O)N/N=c2\cc(C)c3ccc(O)cc3o2)c(C)c1 the results were HOP-62 95, MOLT-4 96, CCRF-CEM 90, A549/ATCC 103, HOP-92 87, EKVX 108, M14 100 and RPMI-8226 93.
Screening Cn1cc(C(=O)c2nc(-c3c[nH]c4ccc(F)cc34)no2)c2ccccc21 returned HOP-62 107, MOLT-4 105, CCRF-CEM 101, A549/ATCC 105, HOP-92 86, EKVX 89, M14 99 and RPMI-8226 103.
For CCC(C)Cn1cnc2c(SCC(=O)O)nc(N)nc21 (centres undefined) the results were HOP-62 129, MOLT-4 106, CCRF-CEM 95, A549/ATCC 109, EKVX 94, M14 94 and RPMI-8226 98.
Screening CCCCCN(CCCCC)CCCNc1c2c(nc3ccc(OC)cc13)CCCC2 returned HOP-62 88, MOLT-4 87&56, CCRF-CEM 96&54, A549/ATCC 100&99, HOP-92 59, EKVX 83, M14 92&68 and RPMI-8226 91&90.
Screening CCCCNC(=O)c1cc(Br)cc(C2CCCCC2)c1O returned HOP-62 93, MOLT-4 88, CCRF-CEM 100, A549/ATCC 84, HOP-92 70, EKVX 99, M14 112 and RPMI-8226 95.
`Cc1c2cccnc2c(C)c2c1c1ccccc1n2C` gave HOP-62 56, MOLT-4 19, CCRF-CEM 60, A549/ATCC 47, HOP-92 84, EKVX 33, M14 69 and RPMI-8226 77.
For CCCCCCCCCCCC(=O)NCCCN(C)C the results were HOP-62 111, MOLT-4 89, CCRF-CEM 65, A549/ATCC 91, HOP-92 45, M14 98 and RPMI-8226 78.
Screening COC(=O)c1nc(C)c(C)nc1N returned MOLT-4 102, CCRF-CEM 114, A549/ATCC 104, HOP-92 101, EKVX 105, M14 96 and RPMI-8226 97.
`CC(=O)O[C@@]1(c2cn(-c3cccc(C(=O)O)c3)nn2)CC[C@H]2[C@@H]3CCC4=CC(=O)CC[C@@H]4[C@H]3CC[C@@]21C` gave HOP-62 102, MOLT-4 104, CCRF-CEM 98, A549/ATCC 96, M14 94 and RPMI-8226 92.
Oc1[nH]c2ccccc2c1N=Nc1nnc2n1N=C(c1ccccc1)CS2 was read as HOP-62 46, MOLT-4 88, CCRF-CEM 97, A549/ATCC 69, HOP-92 65, EKVX 88, M14 99 and RPMI-8226 93.
`CC1=C/C(=N/O)CC(C)(C)C1` gave HOP-62 100, MOLT-4 99, CCRF-CEM 105, A549/ATCC 99, HOP-92 118, EKVX 112, M14 104 and RPMI-8226 112.
Screening Cc1cc(C)nc(/N=C(\N)Nc2ccc(S(=O)(=O)Nc3nc(C)cc(C)n3)cc2)n1 returned HOP-62 104, MOLT-4 104, CCRF-CEM 96, A549/ATCC 106, HOP-92 117, EKVX 104, M14 111 and RPMI-8226 99.
Screening Cc1ccc2nc(NC(=O)CSc3nc(-c4ccncc4)c(C#N)c(=O)[nH]3)sc2c1 returned HOP-62 88, MOLT-4 114, CCRF-CEM 106, A549/ATCC 108, HOP-92 92, EKVX 99, M14 100 and RPMI-8226 112.

Source: PubChem BioAssay (NCI)
